High-throughput results deposited in PubChem BioAssay by National Center for Advancing Translational Sciences (NCATS).
TGFb inhibitor: TGF-b pathway inhibition; HepG2 CAGA-GFP TGF-b/SMAD3 reporter, GFP fluorescence, 18 h; TGF-beta stimulated, 500 pg/mL final; Potency, µM (titrated, usually from 46.1 µM), for inactives: at the highest dose activity, negative = inhibition, actives largely listed as inhibitors; 1.2% of 410,000 active; further: potency means the concentration at half of the fitted maximal effect; on the % scale 0 is the no-effect control and ±100 the full control effect; nearly all actives have a fitted effect of over 65% in size
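Inhibition was scored as loss of TGF-beta-induced (500 pg/mL final, 18 hours, 37 degrees C) GFP in HEPG2 cells carrying a CAGA-GFP reporter, in DMEM with 1% FBS. Well GFP was summed per cell; Activity was normalised to unstimulated and stimulated DMSO wells, then concentration-response fitting.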
IL-2 act: activates IL-2 in a cell-based reporter assay; IL-2 activation reporter assay, cell-based qHTS; stimulated with anti-CD3/CD4/CD28 beads; in transgenic mouse T cells; activation, % (series mostly up to about 46 µM); 0.065% of 360,000 active; in the data active means activation above about 50%; inconclusive means mostly about 30% to 49%; further: 0% is about no effect
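Unstimulated transgenic mouse T cells, 750 per well, received compound and, after 60 minutes, anti-CD3/anti-CD4 bead plus anti-CD28 stimulation. EGFP and DsRed were quantified after 18 hours.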
EPAC2 ag: EPAC2 (human) agonism; EPAC2 activation, biochemical qHTS; response scale: 100% = 6.5 mM cAMP response; Potency, µM (highest dose often 154 µM), for inactives: at the top dose activation, most hits filed as activators; Q8WZA2; 0.079% of 360,000 active; further: potency means the concentration at half of the fitted maximal effect; nearly all actives have a fitted effect of over 50% in size
Target sequence (Q8WZA2 whole entry, looked up): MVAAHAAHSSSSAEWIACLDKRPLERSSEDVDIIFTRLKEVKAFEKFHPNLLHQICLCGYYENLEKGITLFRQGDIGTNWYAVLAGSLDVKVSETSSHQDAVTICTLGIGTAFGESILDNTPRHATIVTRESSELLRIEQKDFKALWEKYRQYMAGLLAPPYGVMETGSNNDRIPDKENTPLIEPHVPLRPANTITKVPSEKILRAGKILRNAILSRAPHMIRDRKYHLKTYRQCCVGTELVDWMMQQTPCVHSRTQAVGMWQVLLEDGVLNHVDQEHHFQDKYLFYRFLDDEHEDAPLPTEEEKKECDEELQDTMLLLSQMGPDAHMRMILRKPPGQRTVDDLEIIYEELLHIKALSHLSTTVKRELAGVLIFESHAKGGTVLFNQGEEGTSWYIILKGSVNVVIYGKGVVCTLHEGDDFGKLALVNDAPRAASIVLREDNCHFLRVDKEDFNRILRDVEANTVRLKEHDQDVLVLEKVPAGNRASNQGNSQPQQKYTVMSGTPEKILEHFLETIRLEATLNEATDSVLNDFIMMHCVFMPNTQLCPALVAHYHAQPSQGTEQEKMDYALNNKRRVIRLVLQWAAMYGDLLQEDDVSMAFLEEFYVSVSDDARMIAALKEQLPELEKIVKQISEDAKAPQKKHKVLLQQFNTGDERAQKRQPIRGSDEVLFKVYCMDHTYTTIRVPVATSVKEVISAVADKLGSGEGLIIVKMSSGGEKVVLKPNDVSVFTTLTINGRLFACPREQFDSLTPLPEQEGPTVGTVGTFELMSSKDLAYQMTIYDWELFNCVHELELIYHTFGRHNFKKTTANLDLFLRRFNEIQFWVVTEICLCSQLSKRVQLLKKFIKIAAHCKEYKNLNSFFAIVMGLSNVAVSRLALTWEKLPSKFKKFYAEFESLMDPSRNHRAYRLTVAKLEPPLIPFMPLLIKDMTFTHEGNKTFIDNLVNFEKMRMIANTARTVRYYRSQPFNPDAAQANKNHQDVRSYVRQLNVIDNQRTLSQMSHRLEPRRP
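Guanine nucleotide exchange by EPAC2 is measured as reduced fluorescence of BODIPY-GDP once it is released from 250 nM Rap1B. Plates are read kinetically for 30 min at room temperature; results are scaled to 6.5 mM cAMP.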
A549 tox: kills or reduces viability of A549 cells in Nrf2 counter-screen; A549 ARE-Fluc cells, CellTiter-Fluor viability, 18-24 h; 0.16% of 390,000 active; Potency, µM (top dose mostly 46 µM), without a hit: top-dose activity change, negative = cytotoxicity, hits mostly inhibitors; further: potency means the concentration at half of the fitted maximal effect; on the % scale 0 is the no-effect control and ±100 the full control effect
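A549 ARE_Fluc cells in 5% FBS OPTI-MEM were exposed to compounds in concentration-response for 18-24 h at 37 deg C. Viability was read by CellTiter-Fluor fluorescence (Ex 405/Em 525) after 30 min, before the luciferase read.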
Nrf2 block: Nrf2 pathway inhibition; A549 ARE-Fluc reporter, luciferase luminescence, 18-24 h; Potency, µM (series often up to 46 µM), for inactives: at the highest dose activity change, negative = inhibition, usual class: inhibitors; 2.1% of 360,000 active; AID 504444; further: potency means the concentration at half of the fitted maximal effect; on the % scale 0 is the no-effect control and ±100 the full control effect; nearly all actives have a fitted effect of over 60% in size
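Nrf2 activity is the BugLite luminescence, read 15 min after reagent at room temperature, following CellTiter-Fluor cytotoxicity readout (30 min, 37C). Compound titrations were applied for 18-24 h to 5000 A549 ARE_Fluc cells/well in 5% FBS OPTI-MEM.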
ATXN2 expr inh: inhibitors of ATXN2 expression; HEK-293 ATXN2-luciferase reporter, luminescence, 24 h; Potency, µM (titrated, usually from 57 µM), for inactives: at the highest dose activity change, negative = inhibition, actives largely listed as inhibitors; 0.72% of 360,000 active; AID 1745845; further: potency means the concentration at half of the fitted maximal effect; on the % scale 0 is the no-effect control and ±100 the full control effect; nearly all actives have a fitted effect of over 55% in size
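qHTS (up to 57 uM final) was run with 24 h compound exposure of reporter cells at 37 °C. Each well was multiplexed: SteadyGlo luminescence measured ATXN2-luciferase expression after a fluorogenic Gly-Phe-AFC viability readout (25 uM final).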
ATXN viability: cell viability loss in ATXN counter-screen. S2 cells (HEK-293 line with an ATXN2-luciferase reporter) viability, CellTiter-Fluor protease fluorescence, 24 h. Potency, µM (top dose mostly 56.7 µM), most hits filed as cytotoxic. 0.49% of 400,000 active. AID 651635; further: potency means the concentration at half of the fitted maximal effect; nearly all actives have a fitted effect of over 40% in size
HepG2 tox: counter-screen for TGF-b inhibitors: cytotoxicity in HepG2 cells | HepG2 CAGA-GFP viability, ATP luminescence, 18 h | Potency, µM (highest dose often 46.1 µM), without a hit: at the highest dose activity change, negative = cytotoxicity, most hits filed as cytotoxic | 0.76% of 410,000 active | AID 588856; further: potency means the concentration at half of the fitted maximal effect; some results filed as inactive show a strong effect at the top dose
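CellTiter-Glo luminescence gave cytotoxicity after 18 hours at 37 degrees C. The cells were HepG2 CAGA-GFP in 1% FBS DMEM, stimulated with 500 pg/mL TGF-beta after compound addition. %Activity was normalised to no-cell wells (complete cell-killing) and DMSO (no toxicity), and curves were fitted and classified.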
Nrf2 activator: activators of Nrf2 (ARE) signaling; AID 624171; 0.31% of 410,000 active; Potency, µM (highest dose often 46.1 µM), without a hit: top-dose activation, usual class: activators; AREc32 ARE-luciferase reporter (MCF7-derived line), luminescence, 24 h; further: potency means the concentration at half of the fitted maximal effect; % of control where 0% means no effect; nearly all actives have a fitted effect of over 65% in size
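ARE activation measured as luciferase luminescence (Steady-Glo, 30 min RT) in AREc32_Fluc cells after 24 hr compound exposure at 37 deg C, 5% CO2; cells seeded overnight at 1000/well in OPTI-MEM, 5% FBS.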
* hit, by the source's call; i = inactive; ? = inconclusive; nt = no result given; & = joins results of further samples; [ ] = dose if it differs, or a comment. Unless noted, the call rests on the fitted dose curve; in most records, active means well fitted curve in the direction sought with a large enough effect; inconclusive means small, poorly fitted or top-dose-only effect, or another doubt; inactive means no such curve, though single readings can be large; an effect the other way counts as inactive or inconclusive. Compounds were not picked by outcome; about 4.3% have a hit in one of these screens.

canonical_smiles	TGFb inhibitor	IL-2 act	EPAC2 ag	A549 tox	Nrf2 block	ATXN2 expr inh	ATXN viability	HepG2 tox	Nrf2 activator
COc1ccc(CNC(=O)CN2C(=O)CCn3nc(-c4cn(C)c5ccccc45)cc32)cc1	-7.0%	nt	nt	0.3%	nt	0.0%	i	-6.3%	0.6%
O=C(CSc1ccc(-c2cccs2)nn1)N1CCCCC1	0.7%	-0.2	-1.1%	-0.9%	12.0%	17.4%	i	2.4%	0.9%
O=C(Nc1ccc(N2CCCCCC2)cc1)c1cccc(S(=O)(=O)N2CCOCC2)c1	-23.9%	-5.0	8.8%	-3.1%	16.4µM*	?	?	4.7%	0.2%
O=C(Nc1cc(Cl)cc(Cl)c1)c1ccc(F)c(S(=O)(=O)NC2CCCCC2)c1	?	nt	nt	?	nt	?	?	-93.8%	5.7%
CC(=O)Cc1nsc(NC(=O)c2ccc(-c3ccc(Cl)c(Cl)c3)o2)n1	5.1%	3.4	7.0%	0.6%	8.8%	8.3%	i	-0.3%	0.5%
Cc1ncoc1C(=O)NC1CC(C)(C)Cc2c1cnn2-c1ccccc1 (stereo not given)	2.6%	-0.2	10.1%	-14.9%	-19.7%	4.5%	i	7.9%	2.2%
O=C(CSc1ncnc2c1sc1ccccc12)Nc1ccc(Br)cc1	1.8%	-0.1	6.1%	0.1%	5.7%	-10.4%	i	1.8%	0.0%
CC1CCCC(C)N1S(=O)(=O)c1ccc(NC(=O)CCN2C(=O)C3CC=CCC3C2=O)cc1 (stereo not given)	4.8%	0.0	8.9%	-3.4%	-20.0%	5.5%	i	-13.2%	-0.3%
CCOC(=O)[C@H](CCc1ccccc1)N[C@@H](C)C(=O)N1C(C(=O)O)C[C@@H]2CCC[C@@H]21 (stereo not given in full)	6.2%	0.4	2.7%	-9.8%	-3.6%	7.4%	i	0.5%	-1.1%
CN(c1ccccc1)S(=O)(=O)c1ccc(C(=O)Nc2cccc(S(=O)(=O)N3CCOCC3)c2)cc1	-19.6%	-1.6	12.9%	nt	nt	nt	i	-13.6%	0.0%
Cc1ccc(Nc2nc(N)nc(COC(=O)c3ccc(Br)o3)n2)cc1	?	-5.9	-7.6%	-2.3%	?	10.2%	i	-42.5%	2.8%
Cc1cccc(-c2nc(SCC(=O)Nc3ccc4c(c3)OCCO4)c(-c3ccccc3)[nH]2)c1	?	nt	nt	-26.4%	?	-33.0%	?	-25.4%	0.5%
Cc1ccsc1C(=O)NNC(=O)COc1ccc(Br)cc1	9.4%	-3.1	7.0%	0.0%	-4.5%	-11.9%	i	2.8%	-0.1%
CCOC(=O)C1CCCN(C(=O)CCS(=O)(=O)c2cc3c(cc2Cl)NC(=O)CO3)C1 (stereo not given)	0.5%	nt	nt	5.5%	?	-0.3%	i	-18.5%	-0.4%
O=C(c1ccccc1)N1CCN(c2cc(Cl)nc3cc(-c4cccc(Cl)c4)nn23)CC1	4.6%	-0.2	2.8%	nt	nt	-35.1%	?	11.5%	-0.8%
CCN(c1ccccc1)S(=O)(=O)c1cc(C(=O)O)ccc1C	-5.7%	1.8	-4.7%	0.6%	9.3%	0.0%	i	-6.4%	-0.7%
Cc1cc(C)c2c(c1)c(C)cc1nnc(SCC(=O)c3ccc(F)cc3)n12	-25.8%	nt	nt	-7.3%	-3.8%	nt	nt	-3.1%	0.5%
O=C(CCC(=O)N1CCOc2ccccc21)Nc1ccccc1Br	0.3%	-0.7	-0.4%	5.5%	5.3%	-1.7%	i	-6.7%	-0.6%
CN(CC(=O)NCCc1ccc(S(N)(=O)=O)cc1)CC(=O)Nc1ccc(Cl)c(C(F)(F)F)c1	0.0%	-2.0	-5.0%	-0.1%	?	?	i	-46.9%	4.1%
O=C(c1cccs1)N1CCN(C(=O)c2cccs2)C1=S	6.31µM*	-0.7	-6.6%	-28.2%	?	?	nt	-50.2%	5.8%
CCOC(=O)C1CCCN(C(=S)Nc2cccc(Cl)c2)C1 (stereo not given)	-1.0%	0.3	-4.4%	0.7%	19.1%	-16.3%	?	3.4%	0.1%
CCOc1cc(C2Nc3ccccc3NC3=C2C(=O)CC(C)(C)C3)ccc1O (stereo not given)	-0.9%	1.4	-0.2%	5.7%	1.7%	nt	i	0.9%	8.6%
COCCn1c(SCC(=O)Nc2ccc(F)cc2)nc2c(c1=O)SCC2	-9.5%	-2.2	16.4%	nt	nt	nt	i	-25.6%	-0.6%
O=C(COC(=O)c1cc(Br)ccc1Cl)NC1CCCC1	9.8%	-1.7	-0.9%	-5.1%	13.8%	2.0%	i	-16.5%	-0.6%
OC(c1ccc(F)cc1)c1ncc(-c2ccccc2F)[nH]1 (stereo not given)	10.4%	-0.3	5.1%	nt	nt	38.0%	i	2.0%	0.6%
CCOc1ccccc1NC(=O)/C(C#N)=C/c1c(C)nn(-c2ccc(F)cc2)c1Cl	-16.3%	0.0	2.1%	2.2%	-2.3%	-12.3%	i	-2.5%	3.6%
CCC(C)[C@H](NC(=O)NCc1ccco1)C(=O)O (stereo not given in full)	35.6%[activator]	-0.1	6.2%	-4.2%	nt	-6.7%	?	0.7%	0.3%
CC(C)=C1C2CCC1C1C(=O)N(CCc3ccccc3)C(=O)C21 (stereo not given)	5.6%	1.6	-6.8%	-7.5%	-4.3%	-4.9%	i	2.9%	-0.5%
Cc1ccccc1NC(=S)NC(=O)C1CCCCC1	-27.8%	-4.5	2.4%	8.0%	3.5%	8.3%	i	-7.1%	0.7%
COc1ccccc1CCNC(=O)Cn1ccc2cc(S(=O)(=O)N3CCC(C)CC3)ccc21	-26.8%	-1.8	2.5%	-5.2%	-20.5%	-13.3%	i	4.5%	0.0%

canonical_smiles	TGFb inhibitor	IL-2 act	EPAC2 ag	A549 tox	Nrf2 block	ATXN2 expr inh	ATXN viability	HepG2 tox	Nrf2 activator
O=C(C1CCN(S(=O)(=O)N2CCCC2)CC1)N1CCCCC1	1.8%	-0.2	-5.3%	0.0%	3.5%	27.0%	i	0.8%	0.3%
COc1ccc2nc3cc([N+](=O)[O-])ccc3c(NNc3ccc([N+](=O)[O-])cc3)c2c1	-7.6%	3.0	-0.9%	-11.7%	10.0%	-22.3%	?	1.6%	3.3%
O=C(c1cccc(N2C(=O)c3ccccc3C2=O)c1)N1CCCC(C(F)(F)F)C1 (stereo not given)	0.0%	-2.7	2.9%	-4.9%	-2.6%	-0.1%	i	-11.7%	-0.6%
CCOC(=O)C1=C(COC(=O)/C=C/c2ccccc2Cl)NC(=O)NC1C (stereo not given)	?	-1.8	-0.7%	2.3%	14.5%	5.5%	i	-3.4%	?
CC(C)(C)n1nnnc1C(c1ccccc1)N1CCN(c2ncccc2C(F)(F)F)CC1 (stereo not given)	nt	0.7&-0.2	1.6%&-1.8%	nt	nt	6.4%&0.2%	?	nt	5.5%&6.1%
C/C(=N\NC(=O)C1COc2ccccc2O1)c1ccc(Cl)s1 (stereo not given)	-3.9%	-3.6	-10.2%	2.2%	1.3%	-16.0%	i	4.4%	13.7%
COc1ccccc1C1CC(c2ccc(NS(C)(=O)=O)cc2)=NN1C(=O)c1ccccc1 (stereo not given)	-14.3%	-2.8	13.9%	-20.5%	?	nt	?	-18.2%	-0.2%
O=C(OC(C(=O)NCc1ccc(F)cc1)c1ccccc1)c1ccco1 (stereo not given)	-11.4%	-3.1	7.8%	0.7%	-1.1%	-4.0%	i	-18.9%	0.2%
N#Cc1cccc(C(c2nnnn2C2CCCC2)N2CCCCCC2)c1 (stereo not given)	-4.2%	-1.5	13.4%	11.1%	9.3%	-9.9%	i	-22.1%	2.4%
Cc1cccc(NC(=S)NNC(=O)c2ccc(O)cc2O)c1C	6.8%	-0.8	4.9%	0.3%	32.6%	-1.4%	i	-12.7%	-0.3%
COc1cc(-c2cnc3c(NC(C)=O)cc(-c4cccc(C(=O)NCCO)c4)cn23)cc(OC)c1OC	-8.3%	1.1	1.4%	nt	nt	2.3%	i	-2.0%	6.8%
CCN(CC)C(=O)c1cccc(-c2csc(C(O)c3ccco3)n2)c1 (stereo not given)	1.0%	0.8	-8.0%	nt	nt	-5.7%	i	-14.5%	5.0%[9.22 µM]
CCNC(=S)NCC	8.4%	-0.1	5.6%	3.8%	-12.3%	2.7%	i	-4.0%	-0.4%
COc1ccc(S(=O)(=O)N2CCCCCC2)cc1NC(=O)c1ccccc1F	-4.9%	-0.7	14.1%	19.7%	17.0%	-7.6%	i	-12.5%	0.9%
CCCCNC(=O)N1CCN(c2ccccc2OC)CC1	9.0%	-1.7	2.8%	0.7%	-2.1%	7.6%	i	-4.2%	-0.8%
CC(C)C(NC(=O)c1cccs1)C(=O)NC1CCCCC1 (stereo not given)	3.5%	1.9	-2.0%	0.0%	7.2%	-7.6%	i	-10.2%	-0.2%
CCN(c1ccc(NC(=O)COC(=O)/C=C/c2ccco2)cc1)C(C)C	-5.4%	-3.8	18.2%	-4.3%	3.4%	-7.4%	i	3.6%	8.0%
FC(F)Oc1ccc(NC(=S)NCc2nc3ccccc3[nH]2)cc1	1.5%	0.0	15.3%	-0.4%	?	nt	i	3.1%	0.2%
CC1(C)CC(=O)C(C=Nc2ccc(C(=O)c3ccccc3)cc2N=CC2=C(O)CC(C)(C)CC2=O)=C(O)C1	9.6%	-0.1	5.3%	0.5%	?	-15.8%	i	-22.4%	8.7%
